Assay outcomes from PubChem BioAssay.
Myeloid diff MLP = compounds promoting myeloid differentiation | ER-HoxA9 myeloid progenitors, lysozyme-GFP differentiation, flow cytometry | calls only at 10 µM | 360,000 compounds, 1% hits | AID 624256;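 active = normalized GFP-positive differentiation at or above the plate's own cutoff, the solvent-only control mean plus 3 SD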;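 note: cells exposed to compound for four days before flow analysis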
CSM14.1 death rescue = rescue of cells from ER stress-induced death, primary screen, 384-well, CSM14.1, thapsigargin, ATP luminescence (AID 1222) | CSM14.1 thapsigargin-induced death rescue, ATP luminescence; higher % means a stronger effect | cellular ATP content (survival), % at 20 µM, or EC50 in µM where a hit was titrated | 190,000 tested, under 10 active;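 active = EC50 below 50 µM in the dose-response confirmation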;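 note: death triggered by thapsigargin at about 15 µM added after 2 h compound pretreatment; cell ATP read after overnight thapsigargin exposure of roughly 18 to 22 hours; normalized against plate controls of thapsigargin alone and 5% DMSO vehicle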
PMI inhibitors = inhibitors of human PMI, primary screen, biochemical, fluorescence intensity, coupled assay (AID 1209). purified PMI enzyme, coupled fluorescence intensity; higher % means a stronger effect. 190,000 compounds, 0.42% hits. one-dose inhibition, % at 20 µM; IC50 in µM for titrated hits;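 note: plate controls were DMSO vehicle for no effect and wells lacking substrate for full effect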
Lipid droplet = hepatic lipid droplet formation modulation. AML12 mouse hepatocytes, oleate lipid droplets, BODIPY imaging. AID 1656. inhibition, % at 6.5 µM. 240,000 compounds, 0.4% hits;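 active = lipid droplet intensity inhibited by at least 50%, with more than 500 cells counted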
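Material: mouse AML12 hepatocyte cell line, fixed after treatment; Timing: compound with oleate, overnight; Technique: high-content imaging of BODIPY-stained droplets and DAPI nuclei; Probe or stimulus: oleate, 100 µM final; Dosing: compound at 6.5 µM only.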
TNAP activators = human TNAP enzyme activators, primary screen, biochemical, luminescent, no phosphate acceptor, uHTS (AID 1001) | purified TNAP, luminescent activation assay, no phosphate acceptor; higher activation fold means a stronger effect | 200,000 compounds, 0.03% hits | activation fold at 20 µM; hits with a dose series show EC50 in µM; in the data active = activation fold from about 3, or a potency from the dose series; inactive = the rest, 99 in 100 with activation fold below about 1.6; note: many of its hits are not listed in these tables
K1F lysis inhibition = protection from phage-mediated lysis, alamar blue read-out – E. coli UTI89, K1F phage, bacterial capsule biogenesis inhibitors (AID 488966) | E. coli UTI89 K1F phage lysis, alamar blue, 2 h; higher % means a stronger effect | inhibition, % at 100 µM, or IC50 in µM where a hit was titrated | 340,000 compounds, 0.02% hits;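 active = phage lysis inhibition, versus mean bacterial control, above a set limit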;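 note: capsule biogenesis inhibitors block K1F phage lysis so surviving cells raise fluorescence; higher fluorescence means more inhibition of phage lysis; actives were called in the ten point dose series up to 300 µM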
P. falciparum M1AAP = P. falciparum M1AAP inhibitors, biochemical, fluorogenic H-Leu-NHMec substrate, 1536-well (AID 1445) | recombinant M1AAP, H-Leu-NHMec fluorogenic kinetic assay; higher % means a stronger effect | inhibition, % at 30 µM; hits with a dose series show IC50 in µM | 220,000 compounds, 0.42% hits;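 active = primary inhibition above the hit cutoff, then over 50% inhibition at one or more dose response concentrations, cut at about 23% in these data, passing the limit was not always enough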;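 note: plate controls were DMSO full reaction for no effect and no enzyme background for full effect; strong numbers were not always called active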
WT yeast gro inh = growth inhibition of WT yeast, mitochondrial fusion screen. mitochondrial fusion phenotypic screen, WT strain. inhibition, % at 10 µM. 190,000 compounds, 2.1% hits. AID 1362; in the data active = inhibition above about 58%; tested in S. cerevisiae
PMI inhibition = MPI inhibition at elevated mannose 6-phosphate – biochemical, fluorescence intensity, high mannose 6-phosphate, primary screen (AID 1220); recombinant PMI enzyme, coupled fluorescence intensity; higher % means a stronger effect; 190,000 compounds, 0.66% hits; inhibition, % at 20 µM, or IC50 in µM where a hit was titrated
WT yeast gro inh mutant strain = also measured in WT yeast gro inh; calls as there; inhibition, %; mitochondrial fusion phenotypic screen, mutant strain inhibition
Lipid droplet cells 6.5 µM = also measured in Lipid droplet; calls as there; cell count; measured here: cell count, cytotoxicity flag;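 cells counted across two imaged fields per well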
Myeloid diff MLP GFP+ MAC1+ % = recorded beside Myeloid diff MLP, whose call it bears; GFP+ MAC1+ double positive, %; measured here: differentiation confirmed by MAC1 staining
Starred values were filed as active, the others as inactive; [ ] = dose if it differs, or a comment. Cut-off read from the data, not from the text of the source, unless noted: active = inhibition above about 50%; inactive = the rest.

A first look (2 entries):
Results for Cc1ccc(-c2nn3nnnc3c3ccccc23)cc1C ?
Myeloid diff MLP: inactive; CSM14.1 death rescue: -3.4%; PMI inhibitors: 0%; TNAP activators: 1.1; K1F lysis inhibition: -0.4%; P. falciparum M1AAP: 9%; WT yeast gro inh: -4; PMI inhibition: -8%; WT yeast gro inh mutant strain: -9; Myeloid diff MLP GFP+ MAC1+ %: 1.4

What do the screens show for `O=C(c1cc(=O)[nH]c2ccccc12)N1CCN(c2ccccc2)CC1`?
Myeloid diff MLP: inactive; Lipid droplet: 6; K1F lysis inhibition: 0.2%; P. falciparum M1AAP: 4%; Lipid droplet cells 6.5 µM: 747; Myeloid diff MLP GFP+ MAC1+ %: 0.4

The whole of this part, repeating the preview:
Results for Cc1ccc(-c2nn3nnnc3c3ccccc23)cc1C ?
Myeloid diff MLP: inactive; CSM14.1 death rescue: -3.4%; PMI inhibitors: 0%; TNAP activators: 1.1; K1F lysis inhibition: -0.4%; P. falciparum M1AAP: 9%; WT yeast gro inh: -4; PMI inhibition: -8%; WT yeast gro inh mutant strain: -9; Myeloid diff MLP GFP+ MAC1+ %: 1.4

What do the screens show for `O=C(c1cc(=O)[nH]c2ccccc12)N1CCN(c2ccccc2)CC1`?
Myeloid diff MLP: inactive; Lipid droplet: 6; K1F lysis inhibition: 0.2%; P. falciparum M1AAP: 4%; Lipid droplet cells 6.5 µM: 747; Myeloid diff MLP GFP+ MAC1+ %: 0.4

How did Cc1nc(N2CCN(C)CC2)[nH]c(=O)c1Cc1cccc2ccccc12 do in these assays?
Myeloid diff MLP: inactive; CSM14.1 death rescue: -1.1%; PMI inhibitors: -8%; TNAP activators: 1.1; K1F lysis inhibition: 0.6%; P. falciparum M1AAP: 11%; WT yeast gro inh: 2; PMI inhibition: -7%; WT yeast gro inh mutant strain: -23; Myeloid diff MLP GFP+ MAC1+ %: 2.1

Results for O=c1c2[nH]c3cccc(Cl)c3c2ncn1Cc1ccncc1 ?
Myeloid diff MLP: inactive; CSM14.1 death rescue: -0.1%; PMI inhibitors: -4%; TNAP activators: 1; K1F lysis inhibition: 0.0%; P. falciparum M1AAP: 11%; WT yeast gro inh: 1; PMI inhibition: 0%; WT yeast gro inh mutant strain: 13; Myeloid diff MLP GFP+ MAC1+ %: 0.9

What do the screens show for `O=C(Cc1cc(=O)[nH]c(=O)[nH]1)NCc1ccccc1`?
Myeloid diff MLP: inactive; CSM14.1 death rescue: 0.7%; PMI inhibitors: -9%; Lipid droplet: 0; TNAP activators: 1; K1F lysis inhibition: -0.6%; P. falciparum M1AAP: -5%; WT yeast gro inh: 0; PMI inhibition: 0%; WT yeast gro inh mutant strain: -4; Lipid droplet cells 6.5 µM: 700; Myeloid diff MLP GFP+ MAC1+ %: 1.4

What do the screens show for `Cc1ccc(CSc2nnc3nc(C)cc(C)n23)cc1`?
Myeloid diff MLP: inactive; CSM14.1 death rescue: -3.3%; PMI inhibitors: 2%; Lipid droplet: 3; TNAP activators: 1.1; K1F lysis inhibition: 0.0%; P. falciparum M1AAP: 0%; WT yeast gro inh: -30; PMI inhibition: -5%; WT yeast gro inh mutant strain: -33; Lipid droplet cells 6.5 µM: 744; Myeloid diff MLP GFP+ MAC1+ %: 0.7

How did Cc1ccc(OCC(=O)NCC(=O)Nc2ccc(F)c(F)c2F)c([N+](=O)[O-])n1 do in these assays?
Myeloid diff MLP: inactive; CSM14.1 death rescue: -2.9%; PMI inhibitors: 3%; Lipid droplet: 10; TNAP activators: 1.1; K1F lysis inhibition: 4.9%; P. falciparum M1AAP: 2%; WT yeast gro inh: -13; PMI inhibition: 0%; WT yeast gro inh mutant strain: -10; Lipid droplet cells 6.5 µM: 700; Myeloid diff MLP GFP+ MAC1+ %: 0.2

Results for O=C(/C=C/c1ccco1)c1ccc(O)cc1 ?
CSM14.1 death rescue: 0.5%; PMI inhibitors: 12%; Lipid droplet: -11; TNAP activators: 1; P. falciparum M1AAP: 7%; WT yeast gro inh: 9; PMI inhibition: 12%; WT yeast gro inh mutant strain: -10; Lipid droplet cells 6.5 µM: 669

Results for Cc1cc(Cl)ccc1OCC(=O)NCCOc1nc(N2CCOCC2)nc(N2CCOCC2)n1 ?
Myeloid diff MLP: inactive; CSM14.1 death rescue: -0.8%; PMI inhibitors: -3%; TNAP activators: 1.1; K1F lysis inhibition: -0.7%; P. falciparum M1AAP: 8%; WT yeast gro inh: 22; PMI inhibition: -2%; WT yeast gro inh mutant strain: 5; Myeloid diff MLP GFP+ MAC1+ %: 2.0

Results for CCOc1ccccc1NC1=C(Cl)C(=O)N(c2ccccc2)C1=O ?
Myeloid diff MLP: inactive; CSM14.1 death rescue: -1.1%; PMI inhibitors: 3%; Lipid droplet: 24; TNAP activators: 1.1; K1F lysis inhibition: 2.9%[50 µM]; P. falciparum M1AAP: 9%; WT yeast gro inh: 16; PMI inhibition: 8%; WT yeast gro inh mutant strain: -5; Lipid droplet cells 6.5 µM: 666; Myeloid diff MLP GFP+ MAC1+ %: 0.2

How did COC(=O)C1=NN(C(=O)c2cccc(Br)c2)C(O)(c2ccc(Cl)cc2)C1 (stereo unspecified) do in these assays?
Myeloid diff MLP: inactive; CSM14.1 death rescue: -0.2%; PMI inhibitors: 9%; Lipid droplet: -4; TNAP activators: 0.8; K1F lysis inhibition: 0.1%; P. falciparum M1AAP: 15%; WT yeast gro inh: 48; PMI inhibition: -4%; WT yeast gro inh mutant strain: 21; Lipid droplet cells 6.5 µM: 303; Myeloid diff MLP GFP+ MAC1+ %: 0.7

Results for CSc1cccc(NS(=O)(=O)c2cccs2)c1 ?
Myeloid diff MLP: inactive; PMI inhibitors: 8%; Lipid droplet: 9; TNAP activators: 1.2; K1F lysis inhibition: -2.5%; P. falciparum M1AAP: 8%; WT yeast gro inh: -9; PMI inhibition: 7%; WT yeast gro inh mutant strain: -14; Lipid droplet cells 6.5 µM: 605; Myeloid diff MLP GFP+ MAC1+ %: 6.0

How did CCC(=O)NC(C)c1nc2ccccc2n1C (stereo unspecified) do in these assays?
Myeloid diff MLP: inactive; PMI inhibitors: -5%; Lipid droplet: 0; TNAP activators: 1.1; K1F lysis inhibition: -0.1%; P. falciparum M1AAP: -2%; WT yeast gro inh: 5; PMI inhibition: -4%; WT yeast gro inh mutant strain: -2; Lipid droplet cells 6.5 µM: 659; Myeloid diff MLP GFP+ MAC1+ %: 2.1

How did Cc1ccc(OCc2nc(C#N)c(NCc3ccc4c(c3)OCO4)o2)cc1 do in these assays?
Myeloid diff MLP: inactive; CSM14.1 death rescue: -4.3%; PMI inhibitors: 6%; TNAP activators: 1.1; K1F lysis inhibition: 0.5%; P. falciparum M1AAP: 10%; WT yeast gro inh: -18; PMI inhibition: 2%; WT yeast gro inh mutant strain: 12; Myeloid diff MLP GFP+ MAC1+ %: 0.1

Results for Cc1cc(NCCNC2=CC(=O)CCC2)nc2ccccc12 ?
Myeloid diff MLP: inactive; CSM14.1 death rescue: -1.1%; PMI inhibitors: 4%; Lipid droplet: 23; TNAP activators: 1.1; K1F lysis inhibition: 1.5%; P. falciparum M1AAP: 12%; WT yeast gro inh: -7; PMI inhibition: 1%; WT yeast gro inh mutant strain: 18; Lipid droplet cells 6.5 µM: 717; Myeloid diff MLP GFP+ MAC1+ %: 0.9

How did CC(C)NS(=O)(=O)c1ccc(OCC(N)=O)c(Cl)c1 do in these assays?
Myeloid diff MLP: inactive; CSM14.1 death rescue: -2.5%; PMI inhibitors: 7%; Lipid droplet: 21; TNAP activators: 1.1; K1F lysis inhibition: 0.3%; P. falciparum M1AAP: 8%; WT yeast gro inh: -2; PMI inhibition: 1%; WT yeast gro inh mutant strain: 9; Lipid droplet cells 6.5 µM: 698; Myeloid diff MLP GFP+ MAC1+ %: 0.9

How did CS(=O)(=O)N(CC(=O)NCCSCc1ccccc1)c1ccc2c(c1)OCO2 do in these assays?
Myeloid diff MLP: inactive; CSM14.1 death rescue: -1.5%; PMI inhibitors: 4%; Lipid droplet: -6; TNAP activators: 1.1; K1F lysis inhibition: 0.9%; P. falciparum M1AAP: -14%; WT yeast gro inh: 3; PMI inhibition: 5%; WT yeast gro inh mutant strain: -4; Lipid droplet cells 6.5 µM: 732; Myeloid diff MLP GFP+ MAC1+ %: 0.3

Results for COc1ccccc1NC(=S)NCC1CCCO1 (stereo unspecified) ?
Myeloid diff MLP: inactive; CSM14.1 death rescue: 15%; PMI inhibitors: 2%; Lipid droplet: -22; TNAP activators: 1.1; K1F lysis inhibition: 0.3%; P. falciparum M1AAP: 2%; WT yeast gro inh: -1; PMI inhibition: 5%; WT yeast gro inh mutant strain: -5; Lipid droplet cells 6.5 µM: 622; Myeloid diff MLP GFP+ MAC1+ %: 0.3

Results for O=C(CCCn1c(=O)c2ccccc2n(CC(=O)N2CCN(c3ccccc3)CC2)c1=O)NCc1ccco1 ?
Myeloid diff MLP: inactive; CSM14.1 death rescue: -1.1%; PMI inhibitors: 3%; Lipid droplet: 13; TNAP activators: 1.2; K1F lysis inhibition: 0.6%[50 µM]; P. falciparum M1AAP: 1%; WT yeast gro inh: -16; PMI inhibition: 4%; WT yeast gro inh mutant strain: 9; Lipid droplet cells 6.5 µM: 712; Myeloid diff MLP GFP+ MAC1+ %: 0.1

How did CC(C)CC(=O)NC(=S)Nc1ccccc1C(=O)Nc1ccccc1 do in these assays?
Myeloid diff MLP: inactive; CSM14.1 death rescue: 13%; PMI inhibitors: 9%; Lipid droplet: -4; TNAP activators: 2; K1F lysis inhibition: 6.5%; P. falciparum M1AAP: 7%; WT yeast gro inh: 33; PMI inhibition: 7%; WT yeast gro inh mutant strain: 2; Lipid droplet cells 6.5 µM: 810; Myeloid diff MLP GFP+ MAC1+ %: 2.4

Results for CSCCC(C(=O)N1C[C@]2(C)C[C@H]1CC(C)(C)C2)N1C(=O)c2ccccc2C1=O (stereo partly specified) ?
Myeloid diff MLP: inactive; CSM14.1 death rescue: -1.2%; PMI inhibitors: 8%; TNAP activators: 1; K1F lysis inhibition: -0.1%; P. falciparum M1AAP: 12%; WT yeast gro inh: 3; PMI inhibition: 6%; WT yeast gro inh mutant strain: 5; Myeloid diff MLP GFP+ MAC1+ %: 0.8

Results for CCCCN(C)C(=O)C(Cc1ccccc1)NS(=O)(=O)c1ccc2c(c1)CCC(=O)N2 (stereo unspecified) ?
Myeloid diff MLP: inactive; CSM14.1 death rescue: -0.9%; PMI inhibitors: 1%; TNAP activators: 1.1; K1F lysis inhibition: 2.7%; P. falciparum M1AAP: 4%; WT yeast gro inh: 8; PMI inhibition: 3%; WT yeast gro inh mutant strain: -6; Myeloid diff MLP GFP+ MAC1+ %: 1.2
